# Screening results from PubChem.
# LYPLA2 counter – LYPLA2 (human) inhibition in PME1 counter-screen. O95372. recombinant LYPLA2, FP-Rh probe fluorescence polarization. inhibition, % at 5.9 µM. hit rate 0.38% among 320,000. AID 2177;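 active = inhibition above the screen-wide mean plus 3 SD, limit set per campaign, cut at about 26% in these data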;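 also: 0% = LYPLA2 with DMSO and 100% = wells lacking LYPLA2 enzyme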
# LYPLA1 counter – counter-screen for PME1 inhibitors: inhibitors of human LYPLA1. hit rate 0.16% among 320,000. AID 2174. O75608. inhibition, % at 5.9 µM. recombinant LYPLA1, FP-Rh probe fluorescence polarization;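 active = inhibition above the mean of all tested compounds plus 3 SD, set per campaign, cut at about 14% in these data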;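 also: inhibitors block serine hydrolase probe labeling of LYPLA1 so polarization falls; 0% = enzyme with DMSO and 100% = wells lacking LYPLA1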
# Target sequence (O75608 whole entry, looked up): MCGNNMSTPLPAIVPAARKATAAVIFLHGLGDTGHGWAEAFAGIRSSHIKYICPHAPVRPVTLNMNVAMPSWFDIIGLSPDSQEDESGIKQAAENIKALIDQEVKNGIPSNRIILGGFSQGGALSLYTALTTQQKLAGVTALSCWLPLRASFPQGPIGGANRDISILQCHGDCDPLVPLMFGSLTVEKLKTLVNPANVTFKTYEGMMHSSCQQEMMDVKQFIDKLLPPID
# ZTA counter – ZTA (EBV) inhibition in EBNA-1 counter-screen; P03206; hit rate 0.15% among 320,000; ZTA-DNA binding, fluorescence polarization; inhibition, % at 11 µM; in the data active = inhibition above about 33%
# pPAFAH inh – inhibitors of human plasma PAF acetylhydrolase (pPAFAH). hit rate 1.5% among 330,000. recombinant pPAFAH, FP-rhodamine probe fluorescence polarization. inhibition, % at 3.39 µM. AID 463082;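 active = inhibition above the mean inhibition across the screen plus 3 SD, cut at about 25% in these data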;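 also: inhibitors block binding of the rhodamine activity-based probe so polarization drops; 0% = enzyme with DMSO and 100% = wells lacking pPAFAH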
# PAFAH1B2 inh – PAFAH1B2 (human) inhibition | P68402 | recombinant PAFAH1B2, FP-rhodamine activity probe, fluorescence polarization | inhibition, % at 3.39 µM | hit rate 1.2% among 340,000;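 active = inhibition above the mean of all tested compounds plus 3 SD, cut at about 24% in these data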;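 also: 0% = enzyme with DMSO and 100% = wells lacking PAFAH1B2; many of its hits are not listed in these tables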
# EBNA-1 inh – blocks EBNA-1 binding to DNA | EBNA-1 DNA binding, fluorescence polarization | inhibition, % at 14.8 µM | hit rate 0.34% among 300,000 | AID 1950; in the data active = inhibition above about 28%
# PAFAH1B3 inh – PAFAH1B3 (human) inhibition; inhibition, % at 3.39 µM; hit rate 0.28% among 340,000; recombinant PAFAH1B3, FP-rhodamine probe, fluorescence polarization; AID 492972; Q15102;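 active = inhibition above the screen-wide average of all tested compounds plus 3 SD, cut at about 25% in these data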;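 also: 0% = enzyme with DMSO only and 100% = wells lacking PAFAH1B3 protein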
# PREPL inh – inhibitors of human prolyl oligopeptidase-like enzyme PREPL. recombinant PREPL, fluorescence polarization activity-based probe. inhibition, % at 5.96 µM. hit rate 0.68% among 320,000. AID 2751; in the data active = inhibition above about 43%;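 also: 0% = enzyme with DMSO and 100% = wells lacking enzyme; many of its hits are not listed in these tables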
# Target sequence (Q4J6C6 whole entry, looked up): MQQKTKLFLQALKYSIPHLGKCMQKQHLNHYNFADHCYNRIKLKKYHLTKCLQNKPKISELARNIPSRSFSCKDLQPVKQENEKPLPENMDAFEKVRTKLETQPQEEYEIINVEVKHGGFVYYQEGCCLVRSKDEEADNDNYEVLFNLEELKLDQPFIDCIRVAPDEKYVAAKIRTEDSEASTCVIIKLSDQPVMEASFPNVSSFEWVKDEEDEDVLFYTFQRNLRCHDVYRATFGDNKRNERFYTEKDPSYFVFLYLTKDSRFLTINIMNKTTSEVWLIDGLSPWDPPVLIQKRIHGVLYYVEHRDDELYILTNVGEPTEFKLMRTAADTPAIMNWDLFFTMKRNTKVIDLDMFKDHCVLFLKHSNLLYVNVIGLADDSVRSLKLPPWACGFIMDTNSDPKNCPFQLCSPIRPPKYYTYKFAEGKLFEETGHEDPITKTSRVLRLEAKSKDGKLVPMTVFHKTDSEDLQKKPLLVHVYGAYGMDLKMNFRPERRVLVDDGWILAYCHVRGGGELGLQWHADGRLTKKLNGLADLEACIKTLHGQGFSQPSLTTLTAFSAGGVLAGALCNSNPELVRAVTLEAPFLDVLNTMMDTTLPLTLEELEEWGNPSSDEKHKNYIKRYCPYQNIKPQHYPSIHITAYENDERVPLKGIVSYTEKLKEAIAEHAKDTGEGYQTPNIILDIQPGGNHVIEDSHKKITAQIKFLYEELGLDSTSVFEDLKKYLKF
# PAFAH2 FP inh – PAFAH2 (human) inhibition; hit rate 0.99% among 340,000; recombinant PAFAH2, FP-rhodamine activity probe, fluorescence polarization; AID 492956; Q99487; inhibition, % at 3.39 µM;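 active = inhibition above the mean over all tested compounds plus 3 SD, cut at about 30% in these data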;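 also: inhibitors block probe labeling of enzyme so polarization drops; 0% = enzyme with DMSO and 100% = wells lacking PAFAH2 protein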
# Active calls of the source: *; / = no result given. Not all compounds are listed (hit frequency here may not be typical).
item	SMILES	LYPLA2 counter	LYPLA1 counter	ZTA counter	pPAFAH inh	PAFAH1B2 inh	EBNA-1 inh	PAFAH1B3 inh	PREPL inh	PAFAH2 FP inh
1	O=C(NC(=S)Nc1cccc(Cl)c1N1CCOCC1)c1cccs1	5	-1	-33	2	0	-15	7	-4	-8
2	O=C(COc1ccc(F)cc1)Nc1nnc(-c2ccncc2)s1	6	6	-5	1	1	6	-7	6	-4
3	O=C(CSc1nnc(Cc2ccccc2)o1)NC1CCCCC1	-4	0	8	-1	9	11	5	1	0
4	S=C1N(c2ccccc2)C(c2ccc(Br)cc2)N2CCCN12 (stereo unspecified)	1	2	-4	-6	2	-6	3	1	5
5	O=c1[nH]nc(-c2ccc(F)cc2)cc1Cc1cccs1	6	-1	-26	17	2	-6	5	-95	2
6	O=C(C[C@H]1C/C=C\C[C@@H](Cc2ccc(F)cc2)C(=O)O[C@@H](c2ccccc2)CNC1=O)NCCO	/	/	/	0	12	/	15	20	4
7	O=C(O)c1cn(Cc2cccnc2)c(=O)c2ccccc12	8	0	2	0	/	13	/	-8	/
8	Cc1cc(C)nc(SCc2nc3ccccc3n2C)n1	-2	-3	10	4	4	2	7	1	-2
9	Cc1ccc(/C=N/N2C(=O)C3C(C2=O)C2C=CC3C23CC3)o1 (stereo unspecified)	-1	0	-4	5	-5	-3	-3	-8	-2
10	Cc1ccc(Nc2ncnc3sccc23)c(C)c1	5	0	3	4	3	-4	-2	-36	1
11	NC(=NC(=O)c1ccc(OC(F)(F)F)cc1)c1ccc(C(F)(F)F)cn1	-2	1	-5	4	14	3	6	2	0
12	C=CCOc1ccc(/C=C/C(=O)OCC(=O)NCc2ccco2)cc1	-3	-2	10	6	0	-1	8	-6	46*
13	COc1cc2c(cc1OC)C1Cc3ccc(OC)c(OC)c3C[N+]1([O-])CC2 (stereo unspecified)	-2	4	10	2	4	7	-3	1	-4
14	O=C(NCC1CC1)C1(C(F)(F)F)CC(CCc2ccccc2)CCCO1 (stereo unspecified)	5	2	1	6	23	-1	6	-5	8
15	O=S(=O)(/N=C(\Nc1ccc(F)cc1)C(F)(F)F)c1ccccc1	0	0	4	0	2	2	7	1	1
16	COCC(C)n1c(COc2ccccc2F)nnc1SCC(=O)Nc1oc(C)c2c(C)n[nH]c(=O)c12 (stereo unspecified)	7	0	-5	-2	0	-14	12	5	7
17	Cc1ccccc1CN1CCN(CC(=O)NC(C)c2ccccc2)CC1 (stereo unspecified)	-3	-2	2	7	4	-2	-5	6	-3
18	COc1ccc(CNCc2ccccc2C(F)(F)F)cc1	0	1	-22	4	6	-3	4	-9	-6
19	Cn1cnc(S(=O)(=O)Nc2ccccc2N2CCOCC2)c1	-5	-2	5	-7	/	-14	/	-2	/
20	O=C(NCCC1CCCCN1S(=O)(=O)c1ccccc1)C(=O)NCc1ccncc1 (stereo unspecified)	2	2	-4	4	2	-22	5	6	2
21	Nc1nnc(CC(=O)N/N=C/c2ccc(-c3ccccc3Cl)o2)s1	-5	-10	8	17	-1	1	-1	1	30*
22	COc1ccc(Br)cc1CN1CCN(C(=O)c2ccc(OC)c(OC)c2)CC1	3	-1	-18	3	1	-17	3	-2	5
23	COC(=O)[C@@]1(Cc2ccc(OC)cc2)[C@@H]2C(=CC(=O)[C@H]2CC(=O)C(=O)N(C)C)CN1C(=O)c1ccccc1	8	1	5	-1	/	2	/	-1	/
24	COc1cc(/C=N/Nc2ccccc2C(F)(F)F)ccc1O	2	-4	-17	8	5	-7	4	22	1
25	O=C(CCc1nnc2ccc(N3CCCCC3)nn12)NCC1CCN(Cc2ccc(F)cc2)CC1	-5	2	-8	1	-1	-6	2	21	-1
26	O=c1oc(-c2cccc([N+](=O)[O-])c2)nc2ccccc12	3	-2	6	4	5	-4	17	-6	43*
27	CCc1ccccc1NC(=O)C1C(c2ccccc2)C1(Cl)Cl (stereo unspecified)	1	-7	-1	4	0	2	-2	-2	-5
28	C/C(=N\Nc1ccc(S(=O)(=O)Nc2ccc(Cl)cc2)cc1[N+](=O)[O-])c1ccc(N2CCOCC2)cc1	1	-2	2	6	-2	1	7	2	0
29	Cc1cc(C(=O)CN2C(=O)C(=O)N(Cc3ccco3)C2=O)c(C)n1CCc1ccc(F)cc1	4	1	-12	7	11	/	-6	2	4
30	CCCCN([C@H](CO)C(C)C)S(=O)(=O)c1ccccc1Br	/	/	/	-2	1	/	11	/	4
31	COC(=O)C(C)n1cnc2c(cnn2-c2ccc(Cl)cc2)c1=O (stereo unspecified)	-1	1	-5	2	6	11	7	11	1
32	COc1ccc(C(=O)NCC(=O)NCC(=O)OCC(=O)c2ccc(C)cc2)cc1	5	-2	-10	1	1	5	11	9	0
33	O=C1C(Cc2ccccc2)C(c2ccccc2)N1c1ccccc1 (stereo unspecified)	0	-6	-26	4	-1	-2	8	4	-10
34	Cc1cc(C)c2cc(C=O)c(Cl)nc2c1	5	0	-16	3	1	0	0	1	-2
35	COc1ccc(OCCOCC(O)CN2CCOCC2)cc1 (stereo unspecified)	8	13	-3	2	4	1	1	-1	2
36	COc1ccc(CCNC(=O)C2CCN(c3nccc(C)n3)CC2)cc1	-6	0	13	4	-1	-2	3	5	0
37	Cc1cc(S(=O)(=O)N2CCCCC2)ccc1OCC(=O)Nc1ccccc1	2	-2	3	-1	2	-7	-3	-7	5
38	CC(C)[C@H](NC(=O)N1CC(=O)Nc2ccccc21)C(=O)N[C@H](C(=O)O)c1ccccc1	9	0	2	8	-2	0	8	6	0
39	COc1ccc(NC(=O)N(Cc2ccc(C)cc2)Cc2cccnc2)c(OC)c1	-2	3	1	5	6	6	6	-2	-3
40	Cc1onc(NC(=O)CSCC(=O)O)c1Br	-2	0	9	7	/	-2	/	-6	/
41	Cc1ccc(NS(=O)(=O)c2cccc(C(=O)NCC3CCCO3)c2)cc1 (stereo unspecified)	0	1	1	31*	2	4	3	-7	0
42	COc1ccc(CNC(=S)Nc2ccc3nc(N4CCN(C)CC4)cc(C)c3c2)cc1	3	0	-5	7	3	-1	8	19	4
43	O=C(OCC(=O)N1CCCCCC1)c1cnc(Cl)c(Cl)c1	-1	1	-6	-3	-1	/	1	7	4
44	O=C(CCl)Nc1ccccc1C(=O)NCc1ccccc1	-2	-1	0	3	8	10	4	-1	-4
45	CCCCn1c(O)c(/C=C/C=C/C=Nc2ccccc2)sc1=S	-23	-15	8	30*	-9	-11	-11	-2	2
46	O=C(COC(=O)Cn1cc(C(F)(F)F)ccc1=O)Nc1ccccc1	-3	-2	-2	0	1	/	0	6	68*
47	COc1ccc(NC(=O)C2CCCN2C(=O)NCc2ccccc2)cc1OC (stereo unspecified)	5	2	-1	-3	1	-6	3	1	-3
48	CCOC(=O)c1c(NC(=O)CSc2nnnn2-c2ccc3c(c2)OCCO3)sc(C)c1C	-4	-3	9	-5	-5	-9	5	14	-7
49	COc1cc(/C=C2/SC(=S)N(CC(=O)Nc3cccnc3)C2=O)cc(OC)c1OC	2	-6	-15	-8	2	6	-6	12	-13
50	Cc1ccc(N(CC(=O)NC2CCCC2)C(=O)Cn2nnc(-c3ccccc3F)n2)cc1	-2	-1	9	3	1	-8	-1	-2	0
51	COc1ccc(-c2cc3cc(F)ccc3cn2)cc1	/	/	/	7	-6	/	0	-12	10
52	C#Cc1ccc([C@H]2C=C(C(=O)OCC=C)O[C@@H](OCc3ccc(CO)cc3)C2)cc1	-9	-1	1	14	-3	1	-3	-8	4
53	Cc1nc(-c2ccc3c(c2)OCO3)cs1	4	-1	-6	1	-2	3	4	-2	-5
54	CC1CCN(CCCNS(=O)(=O)c2ccc3c(c2)CCN3C(=O)C2CC2)CC1	-5	-6	5	-1	1	1	6	-1	2
55	O=C(CNc1ccccc1)N/N=C/c1c[nH]c2ccccc12	3	-3	-12	4	-1	-2	4	1	5
56	CC(C)(CNC(=O)c1cc2c(s1)CCCC2)N1CCOCC1	4	0	-3	0	7	-8	-3	12	8
57	COc1ccc(NC(=O)C(C)N2c3cccc4cccc(c34)S2(=O)=O)c(OC)c1 (stereo unspecified)	-1	-5	-8	9	1	5	-3	-6	1
58	CCC(C(=O)Nc1cc(F)ccc1F)n1nc(C)c2c(C)n(-c3ccc(C)cc3)nc2c1=O (stereo unspecified)	8	0	-17	1	5	-5	13	2	6
59	COc1ccc(C(CNC(=O)Nc2cccc(C)c2)N2CCN(C)CC2)cc1 (stereo unspecified)	6	-3	-22	0	0	-7	6	9	5
60	COc1cccc(-n2c(Cc3cc(=O)[nH]c(=O)[nH]3)nnc2SC(C)C)c1	-4	1	10	0	-4	15	1	-3	12

# Compounds listed so far that have a nitro group on carbon:
item	SMILES	LYPLA2 counter	LYPLA1 counter	ZTA counter	pPAFAH inh	PAFAH1B2 inh	EBNA-1 inh	PAFAH1B3 inh	PREPL inh	PAFAH2 FP inh
26	O=c1oc(-c2cccc([N+](=O)[O-])c2)nc2ccccc12	3	-2	6	4	5	-4	17	-6	43*
28	C/C(=N\Nc1ccc(S(=O)(=O)Nc2ccc(Cl)cc2)cc1[N+](=O)[O-])c1ccc(N2CCOCC2)cc1	1	-2	2	6	-2	1	7	2	0

# More records.
item	SMILES	LYPLA2 counter	LYPLA1 counter	ZTA counter	pPAFAH inh	PAFAH1B2 inh	EBNA-1 inh	PAFAH1B3 inh	PREPL inh	PAFAH2 FP inh
61	C=CCn1c(Cc2cccs2)nnc1SCC(=O)Nc1cccc(OC)c1	-4	-2	-15	0	5	6	0	13	8
62	CCOc1ccc(N2CC(C(=O)Nc3ncccc3C)CC2=O)cc1 (stereo unspecified)	2	-4	-5	-3	6	3	-1	-4	1
63	O=S1(=O)N=C(Nc2ccc(N3CCOCC3)c(Cl)c2)c2ccccc21	-3	-2	-1	7	-1	-13	2	-2	-1
64	CSc1nc(C(=O)N2CCc3c([nH]c4ccccc34)C2c2ccccn2)cs1 (stereo unspecified)	0	-2	-23	3	-1	-21	3	11	4
65	COC(=O)c1ccccc1-c1ccc(C=O)o1	-1	-1	-5	2	7	-10	1	8	-1
66	COc1ccc(-c2nnc(SC3CCOC3=O)n2C2CCCCC2)cc1OC (stereo unspecified)	0	0	3	-4	-3	6	2	3	-9
67	CCCOc1ccc(N2C(=O)CC(N(CCc3ccc(OC)cc3)C(=O)/C=C/C(=O)O)C2=O)cc1 (stereo unspecified)	11	0	4	3	/	2	/	14	/
68	COC(=O)c1ccc(CC(=O)c2nc3ccccc3s2)cc1	-4	-2	5	7	-1	15	16	7	5
69	COc1ccc(C(=O)NNC(=O)C(=O)Nc2ccc(C)cc2)cc1	-4	-4	-1	4	-2	-10	3	20	7
70	O=C(OC(C(=O)Nc1ccc([N+](=O)[O-])cc1Br)c1ccccc1)c1ccccc1 (stereo unspecified)	-2	-7	-29	0	-4	-20	4	2	-6
71	COc1cc(/C=C2\C(=O)NN(c3ccc(C)cc3)C2=O)cc([N+](=O)[O-])c1O	0	1	11	3	7	-14	5	-3	11
72	COc1ccc(CCNS(=O)(=O)c2ccc(S(=O)(=O)N3CCCC3)cc2)cc1OC	-1	0	-3	2	2	-8	2	10	-2
73	Cc1ccc(C(=O)C(c2ccccc2)N2Cc3ccccc3C2=N)cc1 (stereo unspecified)	1	2	-3	9	5	-13	10	8	4
74	COc1ccc(-c2nnnn2C(C)C)cc1S(=O)(=O)Nc1ccccc1	2	-4	-9	8	6	-1	4	2	-7
75	Cc1ccc(CN2CCN(/N=C/C=C/c3ccccc3[N+](=O)[O-])CC2)cc1	71*	33*	4	8	1	-1	3	26	4

# Reformatted screen by screen: part of the list above.
65) COC(=O)c1ccccc1-c1ccc(C=O)o1
64) CSc1nc(C(=O)N2CCc3c([nH]c4ccccc34)C2c2ccccn2)cs1 (stereo unspecified)

entry no.,65,64
LYPLA2 counter,-1,0
LYPLA1 counter,-1,-2
ZTA counter,-5,-23
pPAFAH inh,2,3
PAFAH1B2 inh,7,-1
EBNA-1 inh,-10,-21
PAFAH1B3 inh,1,3
PREPL inh,8,11
PAFAH2 FP inh,-1,4
